TRPV1 ag: activates the human vanilloid receptor TRPV1; TRPV1-expressing cells, Fluo-8 calcium influx, agonist mode; activation, % at 8.33 µM; actives 0.19% (n = 320,000); in the data active = activation above about 80%; inconclusive = between about 30% and that limit; also: 0% is about no effect
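Fluo-8 calcium influx in TRPV1-expressing cells, kinetic read (ex 480/em 520 nm). Compound added and read 3 min for agonist activity, followed by capsaicin at EC20 final and 2 min further read for enhancement.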
BRCA1 expr up: activators of BRCA1 expression; MCF7-BRCA1-FFLuc reporter, luminescence, 48 h; response scale: scaled: vehicle 0%, 10 µM genistein 100%; Potency, µM (titrated, usually from 46.1 µM), for inactives: at the highest dose activation, usual class: activators; actives 1.1% (n = 380,000); AID 624202; also: potency is read from the fitted curve at half-maximal effect; nearly all actives have a fitted effect of over 80% in size; some results filed as inactive show a strong effect at the top dose
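Using MCF7 cells harboring a BRCA1 firefly luciferase reporter, plated 2 h before compound pinning, the screen measured luminescence after 48 h incubation. Responses were normalized to DMSO and 10 microM genistein, then fitted for concentration-effect.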
CXXC DNA block: inhibitors of human MLL CXXC domain-DNA interaction | Potency, µM (titrated, usually from 115 µM), without a hit: at the highest dose activity change, negative = inhibition, usual class: inhibitors | MLL-CXXC / FITC-HOXA9 DNA fluorescence polarization | AID 2662 | Q03164 | actives 0.037% (n = 290,000); active = well fitted inhibition curve with a large enough effect in the polarisation, with a control signal flat, not every such curve was filed as active; inconclusive = small, poorly fitted or top-dose-only effect, or effect the other way, or a change in a side signal; inactive = no such curve, though single readings can be large or run the other way; the % refers to the polarisation; also: potency is read from the fitted curve at half-maximal effect
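Fluorescence polarization: 7 uM MLL-CXXC (stock) preincubated 5 min with compounds, then 50 nM fluorescein-HOX-A9 DNA (stock) added; 30 min ambient. Buffer 50 mM Tris-HCl pH 7.5, 50 mM NaCl, 1 mM DTT, 0.05% BSA.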
PTAP TSG101 blk: blocks PTAP/TSG101 interaction to inhibit HIV-1 budding; 340,000 tested, under 10 active; Potency, µM (top dose mostly 115 µM), for inactives: at the top dose activity change, negative = inhibition, most hits filed as inhibitors; Fluorescence polarization, FITC-PTAP peptide / Tsg101 binding; AID 493005; Q99816; active = well fitted inhibition curve with a large enough effect in the main read-out, with a control signal flat, not every such curve was filed as active; inconclusive = small, poorly fitted or top-dose-only effect, or effect the other way, or a change in a side signal; inactive = no such curve, though single readings can be large or run the other way; also: potency is read from the fitted curve at half-maximal effect; % of control where 0% means no effect
Target sequence (Q99816 whole entry, looked up): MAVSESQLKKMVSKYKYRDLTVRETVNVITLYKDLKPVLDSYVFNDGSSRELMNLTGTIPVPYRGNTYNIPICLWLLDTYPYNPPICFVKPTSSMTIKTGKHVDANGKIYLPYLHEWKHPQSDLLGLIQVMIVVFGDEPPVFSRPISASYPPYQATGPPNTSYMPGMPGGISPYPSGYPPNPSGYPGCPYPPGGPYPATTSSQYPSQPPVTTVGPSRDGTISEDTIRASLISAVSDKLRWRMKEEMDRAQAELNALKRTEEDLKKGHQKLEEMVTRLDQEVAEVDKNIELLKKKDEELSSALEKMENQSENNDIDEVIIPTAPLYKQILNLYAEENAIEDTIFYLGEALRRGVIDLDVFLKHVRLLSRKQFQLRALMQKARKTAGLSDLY
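Tsg101 binding domain (10 uM final) was mixed with compound and a FITC-labeled PTAP peptide (50 nM final) in HEPES pH 7.5 buffer with NaCl, Tween 20, EDTA and TCEP; fluorescence polarization was read after 20 min at r.t.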
p53 reactivator: re-activators of mutant p53. H1299 p53-A138V BP100-luciferase reporter, luminescence, 24 h. Potency, µM (highest dose often 92.2 µM), for inactives: top-dose activity change, positive = activation, most hits filed as activators. actives 0.063% (n = 320,000). AID 504706; also: potency is read from the fitted curve at half-maximal effect; % of control where 0% means no effect; nearly all actives have a fitted effect of over 45% in size
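H1299 (p53-null), stable ts p53-A138V + BP100-Luc; 1000 cells/well, Opti-MEM/10% FBS; cpd 4 pt, 1:5; 24 h, 37 deg C, 5% CO2; detection reagent 10 min RT; luminescence.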
B2AR arrestin: recruits beta-arrestin to the human beta2-adrenergic receptor; Potency, µM (titrated, usually from 46.1 µM), for the others: top-dose activation, actives largely listed as activators; beta-arrestin recruitment to beta2AR, cell-based reporter; AID 492947; actives 0.02% (n = 330,000); P07550;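 also: potency is read from the fitted curve at half-maximal effect; 0% = DMSO controls and full agonism = EC100 isoproterenol or metaproterenol; nearly all actives have a fitted effect of over 65% in size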
Target sequence (P07550 whole entry, looked up): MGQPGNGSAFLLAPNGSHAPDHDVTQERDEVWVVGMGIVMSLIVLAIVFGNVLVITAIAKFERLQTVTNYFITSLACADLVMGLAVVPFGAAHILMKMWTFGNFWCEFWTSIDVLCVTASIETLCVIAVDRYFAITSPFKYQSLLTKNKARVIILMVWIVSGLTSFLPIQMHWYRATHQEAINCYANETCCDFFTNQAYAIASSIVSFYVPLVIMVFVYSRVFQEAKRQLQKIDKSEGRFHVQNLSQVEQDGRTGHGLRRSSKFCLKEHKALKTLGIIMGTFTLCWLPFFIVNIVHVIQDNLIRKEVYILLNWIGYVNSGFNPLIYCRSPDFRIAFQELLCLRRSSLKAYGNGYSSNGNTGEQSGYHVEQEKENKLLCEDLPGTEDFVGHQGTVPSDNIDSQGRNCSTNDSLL
ELG1 DNA repair: ELG1-dependent DNA repair inhibition; HEK293T ELG1-luciferase reporter, luminescence, 16 h; DNA damage induced by 5-fluorouridine; Potency, µM (titrated, usually from 46.1 µM), for the others: top-dose activity change, negative = inhibition, hits mostly inhibitors; actives 2.3% (n = 330,000); AID 504467; also: potency is read from the fitted curve at half-maximal effect; % is scaled to controls: 0 for no effect and ±100 for the full control effect; nearly all actives have a fitted effect of over 55% in size
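DMSO vehicle served as the neutral condition. Each well held 2,000 cells given 5-fluorouridine plus compound; after 16 hr at 37 °C/5% CO2, ONE-Glo was added and luciferase measured 30 min later.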
TCR activator: activates T cell receptor signaling. primary human leukocytes, anti-CD3, IL-2 HTRF, 48 h. Potency, µM (highest dose often 9.22 µM), for inactives: at the highest dose activation of IL-2 secretion, hits mostly activators. 330,000 tested, under 10 active. AID 504894; also: % of control where 0% means no effect
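Readout: HTRF IL-2, Eu-cryptate/d2 antibody pair, 320nm excitation, 665nm emission. Stimulus: a-CD3 beads, no co-stimulation. Cells: primary human leukocytes. Exposure: 48 hr with compound.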
A-T KAP1 phos: potential ataxia-telangiectasia treatments restoring KAP-1 phosphorylation; […] A-T fibroblasts, KAP-1 phosphorylation AlphaLISA; neocarzinostatin DNA damage 30 min before lysis; actives 0.19% (n = 320,000); Potency, µM (titrated, usually from 57.5 µM), inactives show top-dose activation, hits mostly activators; AID 485349; also: potency is read from the fitted curve at half-maximal effect; % of control where 0% means no effect; nearly all actives have a fitted effect of over 45% in size
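ATM-like activity read as KAP-1 phosphorylation via AlphaLISA donor/acceptor antibody pairs after lysis and 6 hr at 25C. Cells were ATM-null patient fibroblasts ([…], hTERT), dosed 60 min, then exposed to the DSB inducer NCS for 30 min.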
Integrin act MD: integrin-mediated muscular dystrophy alleviation activation | actives 0.064% (n = 350,000) | alpha7betagal myoblasts, beta-gal FDG fluorescence, 48 h | Potency, µM (series often up to 38.3 µM), for inactives: at the top dose activation, actives largely listed as activators;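 also: potency is read from the fitted curve at half-maximal effect; 100% = response of the positive control SU9516; nearly all actives have a fitted effect of over 60% in size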
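Alpha7betagal+/- myoblasts (passage 13) were plated 16-24 hr, then exposed to compounds (1:260 dilution of DMSO stock) for 48 hours at 37C. After MPER lysis, β-galactosidase reporter activity was read as FDG fluorescence (ex 480/em 540) after 30 minutes.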
Active calls of the source: *; ? = inconclusive; · = no result given; [ ] = dose if it differs, or a comment. Unless noted, calls follow the shape of the dose curve; as a rule, active = well fitted curve in the direction sought with a large enough effect; inconclusive = small, poorly fitted or top-dose-only effect, or another doubt; inactive = no such curve, though single readings can be large; an effect the other way counts as inactive or inconclusive.

Compound,TRPV1 ag,BRCA1 expr up,CXXC DNA block,PTAP TSG101 blk,p53 reactivator,B2AR arrestin,ELG1 DNA repair,TCR activator,A-T KAP1 phos,Integrin act MD
O=[N+]([O-])c1ccccc1C1Nc2cccc3cccc(c23)N1,-5,-66%,-3%,-5%,-4%,?,5%,9%,-4%,-36%[inhibitor]
CCCCCCCCCCCC1N=C(N)NC(CCCO)=C1C(=O)OC (centres undefined),·,-77%,·,-7%,·,·,·,2%,·,-28%
CCCCSc1n[nH]c(=S)c2nc[nH]c12,·,39%,·,-6%,·,·,·,4%,·,0%
Cc1nnc(N/N=C/c2ccc(Br)cc2)n1N,-2,-102%[inhibitor],-1%,-3%,-15%,-0.6%,?,3%,?,-16%
CC(CC(=O)O)CC(=O)Nc1ccc(Br)cc1 (centres undefined),1,0%,-2%,-4%,-3%,-0.6%,-7%,-3%,3%,2%
CCc1ccc(C2CC(c3cccc(Cl)c3)n3nc(N)nc3N2)cc1 (centres undefined),4,-7%,25%,1%,7%,0.0%,4%,-10%[46.1 µM],5%,-5%
COC(=O)c1cc(Br)ccc1NC(=O)Nc1ccccc1,-1,34%,-1%,-4%,-10%,-0.4%,17%,2%[46.1 µM],-2%,34%
COc1ccc(C(=O)NC(Cc2ccccc2)c2ccc3c(c2)OCCCO3)cc1 (centres undefined),12,14%,6%,-4%,10%,4.4%,8%,1%,0%,20%
COc1ccc(/C=C/c2c(-c3ccc(OC)cc3)oc3ccc(-c4ccc(OC)cc4)cc23)cc1,-3,7%,-1%,0%,5%,-0.5%,-5%,-7%,9%,25%
COC(=O)c1cc(C)sc1NC(=O)CCCC(=O)O,-3,5%,3%,-1%,1%,-1.1%,1%,2%,4%,1%
Cc1cc(C)cc(NC(=O)CCc2c(C)nn(-c3ccc(N4CCOCC4)nn3)c2C)c1,-7,23%,-2%,0%,1%,-0.1%,-13%,4%,7%,3%
O=S(=O)(NCCc1cn2ccccc2n1)c1ccc2c(c1)CCCC2,1,12%,-2%,-3%,-4%,-0.1%,3%,2%,-20%,11%
C/C(=N\Nc1nc(N)cc(Cl)n1)c1ccc(Cl)c(Cl)c1,1,-16%,14%,0%,6%,0.3%,8%,2%,1%,14%
COc1ccc2cc(OCC(=O)NNC(=O)Nc3ccc(OC)c(OC)c3)ccc2c1,-1,-2%,-12%,0%,6%,0.1%,2%,6%,1%,-5%
CC(=O)Nc1ccc(S(=O)(=O)N2CC(=O)NC(=O)C2)cc1,-6,0%,0%,0%,7%,-1.8%,3%,0%,-3%,20%
CC1C[C@@]2(NC(=O)NC2=O)C(C)CN1C (some centres undefined),0,21%,4%,-1%,3%,-0.6%,-1%,1%[46.1 µM],0%,0%
CCCCN(CCCNC(=O)Cn1nc(CC)n2c(cc3sc(C)cc32)c1=O)Cc1ccccc1,-4,-11%,6%,0%,-10%,-0.1%,0%,-11%,9%,-45%
Cc1cccc(N2CCN(CC(=O)N(C)Cc3ccccc3)CC2C)c1 (centres undefined),3,3%,6%,-6%,1%,-1.0%,-11%,3%,2%,31%
Cc1cccc(N(C(=O)c2csnn2)C(C(=O)NCc2ccccc2)c2ccncc2)c1 (centres undefined),-1,-1%,13%,0%,-2%,0.7%,-3%,9%,3%,3%
Cc1cc(C)n2nc(CC(=O)NCc3ccccc3Cl)nc2n1,-1,-2%,-12%,-3%,-13%,0.0%,11%,-8%[46.1 µM],0%,-16%

The list continues.
Compound,TRPV1 ag,BRCA1 expr up,CXXC DNA block,PTAP TSG101 blk,p53 reactivator,B2AR arrestin,ELG1 DNA repair,TCR activator,A-T KAP1 phos,Integrin act MD
O=C(NNC(=O)c1cc(O)c(O)c(O)c1)NC1CCCCC1,0,-5%,-7%,0%,0%,-1.1%,11%,-5%,-1%,-19%
O=C(Nc1ncccn1)c1ccc([N+](=O)[O-])cc1Cl,-1,·,7%,·,23%,0.1%,4%,·,-7%,·
Cc1cccc(N2CN=c3s/c(=C\c4ccncc4)c(=O)n3C2)c1,0,1%,-1%,-3%,?,-0.4%,?,9%,3%,4%
CC(c1ccccc1C(O)c1ccccc1)N(C)C (centres undefined),-1,0%,8%,-4%,-12%,-0.9%,-1%,·,2%,10%
COC(=O)CCC(=O)OC1(C)C(=O)C2=CN(CCN3CCOCC3)C(c3ccc(OC)cc3)=CC2=C(Br)C1=O (centres undefined),2,·,23%,·,0%,0.3%,2%,·,-6%,·
Cc1ccsc1C(=O)OCC(=O)c1cc(C)n(C)c1C,·,-11%,·,-5%,14%,0.1%,?,-1%,7%,24%
Cc1ccc(NC(=O)CSc2nc(=O)n(CCN(C)C)c3c2CCCC3)c(C)c1,1,-19%,·,1%,-4%,-0.3%,18%,3%,2%,-34%
O=C(O)C1=CC[C@@H](c2ccc(Cl)cc2)N(S(=O)(=O)c2ccc(Cl)cc2)[C@H]1c1ccc(F)cc1,2,-14%,·,·,9%,-2.0%,3%,5%,4%,7%
CCOC(=O)[C@@H]1[C@H]2COc3ccccc3[C@H]2N2C(=O)N(c3ccc(C(F)(F)F)cc3)C(=O)[C@]12C,7,-32%,16%,-10%,·,-1.1%,6%,-8%,-5%,-28%
Cc1ccc(C(=O)Nc2cccc3ccccc23)o1,·,0%,·,0%,·,·,·,-3%,·,27%
Cc1cc(C)c(C(=O)OCCNC(=O)c2cccnc2)cc1C,29,-28%,-3%,-6%,-15%,-0.3%,-21%,1%,-1%,5%
CCOC(=O)CCCN1CC(O)=C(c2nc3ccccc3s2)C1=N,5,-10%,4%,-6%,-5%,-1.6%,?,-6%,2%,-10%
Cc1nc(N2CCN(C(=O)c3ccco3)CC2)c2c3c(sc2n1)CCC3,27,-48%,4%,-8%,-5%,0.3%,23µM*,3%,11%,19%
Cc1ccc2cc(N)ccc2n1,-1,29%,-9%,0%,-1%,-0.2%,3%,0%,2%,19%
O=C(COc1ncnc2sccc12)Nc1ccc(F)cc1F,1,3%,-5%,-12%,0%,0.0%,12%,2%,0%,11%
Cc1cc(=O)[nH]c(SCc2nc3ccccc3n2Cc2ccccc2)n1,10,-4%,-18%,-5%,-1%,-0.1%,-3%,1%,3%,-22%
COc1ccc(S(=O)(=O)N2c3cc(Cl)ccc3Oc3nc4ccccc4nc32)cc1,-3,-75%,0%,-4%,28%,-0.5%,11%,-1%[46.1 µM],0%,-10%
CCn1c(CSc2nc(C)cc(C)n2)nnc1SCC(=O)Nc1cccc2ccccc12,2,-18%,2%,-8%,-8%,0.0%,-13%,3%,5%,-33%
Cc1noc(C)c1C(=O)N1CCC(CO)(Cc2ccccc2)CC1,7,20%,-6%,2%,-1%,-0.1%,16%,-1%,10%,-9%
O=C(CCc1ccccc1Cl)Nc1ccc(S(=O)(=O)Nc2nccs2)cc1,-2,-6%,·,-2%,-6%,0.4%,2%,2%,8%,-20%

The list goes on:
Compound,TRPV1 ag,BRCA1 expr up,CXXC DNA block,PTAP TSG101 blk,p53 reactivator,B2AR arrestin,ELG1 DNA repair,TCR activator,A-T KAP1 phos,Integrin act MD
CC(=O)c1cccc(NC(=O)C(CC(C)C)NC(=O)C2CCCCC2)c1 (centres undefined),-9,0%,7%,-2%,-5%,-0.5%,0%,-2%,0%,50%
NS(=O)(=O)c1ccc(CCNC(=O)c2ccccc2-c2ccccc2)cc1,5,-19%,-3%,-6%,3%,-0.2%,-3%,0%,-3%,0%
CC(C)C(=O)N[C@H]1CCC2C3CC=C4C[C@@H](O)CC[C@]4(C)C3CC[C@@]21C (some centres undefined),·,25%,·,0%,1%,-0.1%,-16%,0%,15%,6%
O=S(=O)(Nc1ccncc1Cl)c1cc(Cl)ccc1Cl,-1,3%,-4%,-1%,-3%,0.3%,?,-1%,4%,?
CCN1C(=O)S/C(=C\c2ccc(N3CCOCC3)cc2C)C1=O,19,?,-31%,3%,?,0.0%,?,-1%,-3%,2%
CN(c1ccc(C(=O)NCc2cccnc2)cc1)S(C)(=O)=O,3,-26%,-1%,-2%,1%,-1.7%,-6%,-3%[46.1 µM],2%,0%
Cc1ccc(C(=O)NCCCN2CCOCC2)o1,3,2%[1.84 µM],-1%,-5%,?,-0.5%,5%,6%[46.1 µM],·,9%
